TCR act: activates T cell receptor signaling. 330,000 tested, under 10 active. Potency, µM (series often up to 9.22 µM), for the others: top-dose activation of IL-2 secretion, actives largely listed as activators. AID 504894. primary human leukocytes, anti-CD3, IL-2 HTRF, 48 h; note: % of control where 0% means no effect
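IL-2 release read by HTRF sandwich (Eu cryptate donor, d2 acceptor, 665 nm emission) after 48 hr exposure of primary human leukocytes to compound together with anti-CD3 beads in the absence of co-stimulatory signals.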
B2AR arrestin: beta2AR (human) beta-arrestin recruitment activity; AID 492947; beta-arrestin recruitment to beta2AR, cell-based reporter; P07550; 0.02% of 330,000 active; Potency, µM (doses to about 46.1 µM), for the others: top-dose activation, hits mostly activators;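 note: potency is the fitted concentration of half-maximal effect; 0% = DMSO controls and full agonism = EC100 isoproterenol or metaproterenol; nearly all actives have a fitted effect of over 65% in size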
a7 integrin act: activators of alpha7 integrin expression for muscular dystrophy; alpha7betagal myoblasts, beta-gal FDG fluorescence, 48 h; AID 624291; Potency, µM (series often up to 38.3 µM), for the others: at the top dose activation, most hits filed as activators; 0.064% of 350,000 active;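 note: potency is the fitted concentration of half-maximal effect; 100% = response of the positive control SU9516; nearly all actives have a fitted effect of over 60% in size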
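alpha7betagal+/- myoblasts (passage 13, 250/well) treated 48 h at 37C with compounds at 1:260 dilution of DMSO stock. Lysed, then beta-galactosidase activity read as FDG fluorescence (ex 480/em 540) after 30 min, with pre-read for autofluorescence.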
BRCA1 expr act: activators of BRCA1 expression; MCF7-BRCA1-FFLuc reporter, luminescence, 48 h; response scale: scaled: vehicle 0%, 10 µM genistein 100%; Potency, µM (series often up to 46.1 µM), for the others: top-dose activation, hits mostly activators; 1.1% of 380,000 active; AID 624202; note: potency is the fitted concentration of half-maximal effect; nearly all actives have a fitted effect of over 80% in size; some results filed as inactive show a strong effect at the top dose
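Using MCF7 cells harboring a BRCA1 firefly luciferase reporter, plated 2 h before compound pinning, the screen measured luminescence after 48 h incubation. Responses were normalized to DMSO and 10 microM genistein, then fitted for concentration-effect.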
p53 reactivator: re-activators of mutant p53. H1299 p53-A138V BP100-luciferase reporter, luminescence, 24 h. Potency, µM (series often up to 92.2 µM), for inactives: at the highest dose activity change, positive = activation, usual class: activators. 0.063% of 320,000 active. AID 504706; note: potency is the fitted concentration of half-maximal effect; % of control where 0% means no effect; nearly all actives have a fitted effect of over 45% in size
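H1299 (p53-null), stable ts p53-A138V + BP100-Luc; 1000 cells/well, Opti-MEM/10% FBS; cpd 4 pt, 1:5; 24 h, 37 deg C, 5% CO2; detection reagent 10 min RT; luminescence.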
A-T KAP1 phos: potential ataxia-telangiectasia treatments restoring KAP-1 phosphorylation; 0.19% of 320,000 active; […] A-T fibroblasts, KAP-1 phosphorylation AlphaLISA; neocarzinostatin DNA damage 30 min before lysis; Potency, µM (titrated, usually from 57.5 µM), without a hit: at the top dose activation, usual class: activators; note: potency is the fitted concentration of half-maximal effect; % of control where 0% means no effect; nearly all actives have a fitted effect of over 45% in size
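ATM-like activity read as KAP-1 phosphorylation via AlphaLISA donor/acceptor antibody pairs after lysis and 6 hr at 25C. Cells were ATM-null patient fibroblasts ([…], hTERT), dosed 60 min, then exposed to the DSB inducer NCS for 30 min.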
TRPV1 ag: agonists of human vanilloid receptor 1 (TRPV1); Q8NER1; TRPV1-expressing cells, Fluo-8 calcium influx, agonist mode; activation, % at 8.33 µM; 0.19% of 320,000 active; in the data active = activation above about 80%; inconclusive = between about 30% and that limit; note: 0% is about no effect
Target sequence (Q8NER1 whole entry, looked up): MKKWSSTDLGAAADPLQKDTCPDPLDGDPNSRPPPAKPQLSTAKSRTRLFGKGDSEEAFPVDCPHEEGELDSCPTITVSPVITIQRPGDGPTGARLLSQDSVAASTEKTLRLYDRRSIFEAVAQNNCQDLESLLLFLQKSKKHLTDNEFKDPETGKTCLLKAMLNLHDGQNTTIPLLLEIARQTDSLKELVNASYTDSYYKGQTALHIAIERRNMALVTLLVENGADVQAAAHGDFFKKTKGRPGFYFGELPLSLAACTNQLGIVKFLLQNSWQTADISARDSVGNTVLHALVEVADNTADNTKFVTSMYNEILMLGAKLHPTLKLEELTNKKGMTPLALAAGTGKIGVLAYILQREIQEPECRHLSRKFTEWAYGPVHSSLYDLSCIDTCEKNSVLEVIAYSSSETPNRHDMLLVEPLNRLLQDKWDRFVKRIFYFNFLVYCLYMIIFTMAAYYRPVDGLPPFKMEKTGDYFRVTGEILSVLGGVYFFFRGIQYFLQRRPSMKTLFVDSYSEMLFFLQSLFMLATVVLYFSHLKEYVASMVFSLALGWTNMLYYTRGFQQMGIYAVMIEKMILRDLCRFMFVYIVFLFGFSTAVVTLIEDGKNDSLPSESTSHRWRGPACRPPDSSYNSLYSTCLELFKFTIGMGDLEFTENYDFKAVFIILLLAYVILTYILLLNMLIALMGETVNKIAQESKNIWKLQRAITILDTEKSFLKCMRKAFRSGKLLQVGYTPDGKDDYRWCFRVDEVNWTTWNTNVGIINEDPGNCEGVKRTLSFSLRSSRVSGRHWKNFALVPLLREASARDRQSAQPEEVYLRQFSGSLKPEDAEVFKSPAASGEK
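Fluo-8 calcium influx in TRPV1-expressing cells, kinetic read (ex 480/em 520 nm). Compound added and read 3 min for agonist activity, followed by capsaicin at EC20 final and 2 min further read for enhancement.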
CXXC DNA block: MLL CXXC-DNA interaction inhibition; Q03164; MLL-CXXC / FITC-HOXA9 DNA fluorescence polarization; Potency, µM (top dose mostly 115 µM), for inactives: at the top dose activity change, negative = inhibition, most hits filed as inhibitors; 0.037% of 290,000 active; AID 2662; active = well fitted inhibition curve with a large enough effect in the polarisation, with a control signal flat, not every such curve was filed as active; inconclusive = small, poorly fitted or top-dose-only effect, or effect the other way, or a change in a side signal; inactive = no such curve, though single readings can be large or run the other way; the % refers to the polarisation; note: potency is the fitted concentration of half-maximal effect
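Steps: dispense CXXC domain solution (7 uM) → pin compounds or unlabeled HOX-A9 DNA control → 5 min ambient → add FLSN-HOX-A9 solution (50 nM) → spin → 30 min ambient → fluorescence polarization. Tris pH 7.5/NaCl/DTT/BSA buffer.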
PTAP TSG101 blk: blocks PTAP/TSG101 interaction to inhibit HIV-1 budding. 340,000 tested, under 10 active. Fluorescence polarization, FITC-PTAP peptide / Tsg101 binding. Potency, µM (highest dose often 115 µM), inactives show top-dose activity change, negative = inhibition, usual class: inhibitors; active = well fitted inhibition curve with a large enough effect in the main read-out, with a control signal flat, not every such curve was filed as active; inconclusive = small, poorly fitted or top-dose-only effect, or effect the other way, or a change in a side signal; inactive = no such curve, though single readings can be large or run the other way; note: potency is the fitted concentration of half-maximal effect; % of control where 0% means no effect
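Fluorescence anisotropy tracks displacement of a FITC-tagged PTAP peptide (50 nM) from the Tsg101 binding domain (10 uM), following a 20 min room-temperature incubation at pH 7.5.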
ELG1 DNA repair: inhibitors of ELG1-dependent DNA repair in HEK293T cells. HEK293T ELG1-luciferase reporter, luminescence, 16 h; DNA damage induced by 5-fluorouridine. Potency, µM (highest dose often 46.1 µM), without a hit: top-dose activity change, negative = inhibition, most hits filed as inhibitors. 2.3% of 330,000 active. AID 504467; note: potency is the fitted concentration of half-maximal effect; % is set by controls: 0 for no effect and ±100 for the full control effect; nearly all actives have a fitted effect of over 55% in size
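Quantitative HTS, concentration-response format. 2,000 cells/well co-treated with 5-fluorouridine and compound, 16 hr in 5% CO2 at 37 °C; ONE-Glo luminescence read after 30 min.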
Numbers without * were called inactive; ? = inconclusive; nt = no result given; [ ] = remark or other dose. Unless noted, calls come from the whole dose curve; as a rule, active = well fitted curve in the direction sought with a large enough effect; inconclusive = small, poorly fitted or top-dose-only effect, or another doubt; inactive = no such curve, though single readings can be large; an effect the other way counts as inactive or inconclusive.

Letter code – A = TCR act; B = B2AR arrestin; C = a7 integrin act; D = BRCA1 expr act; E = p53 reactivator; F = A-T KAP1 phos; G = TRPV1 ag; H = CXXC DNA block; I = PTAP TSG101 blk; J = ELG1 DNA repair
[1] O=C(Oc1ccccc1Cl)c1ccc(N2CCOCC2)c([N+](=O)[O-])c1
  A: -6.1%[46.1 µM] | B: -0.3% | C: -0.8% | D: -7.9% | E: 6.0% | F: -10.0% | G: 16.8 | H: 16.8% | I: 0.0% | J: 5.5%

[2] COC(=O)Nc1sc2c(c1C(=O)N1CCOCC1)CCC(C)C2 (stereo unspecified)
  A: 0.5% | B: 2.8% | C: 4.9% | D: 0.0% | E: 2.8% | F: -1.4% | G: 1.4 | H: -1.2% | I: -8.0% | J: 14.1%

[3] COc1cc(C(=O)c2ccccc2)c(OC)cc1C(=O)Nc1ccc(O)cc1
  A: -1.1% | B: -1.0% | C: -10.6% | D: 2.2% | E: -2.0% | F: 0.4% | G: ? | H: 1.4% | I: -0.5% | J: ?

[4] CCCCOP(=O)(OCCCC)C(Nc1ccccc1)c1ccc2c(c1)OCO2 (stereo unspecified)
  A: -0.1%[46.1 µM] | B: -0.6% | C: -27.6% | D: -50.2% | E: -13.4% | F: 8.8% | G: ? | H: -4.2% | I: -8.0% | J: ?

[5] CCOc1ccc(C(=O)OCC(=O)Nc2cc(S(=O)(=O)N3CCOCC3)ccc2N2CCOCC2)cc1
  A: 1.4% | B: nt | C: 2.7% | D: 7.3% | E: nt | F: nt | G: nt | H: nt | I: 1.5% | J: nt

[6] COC(=O)C(C)N(c1ccc(OC)cc1)S(C)(=O)=O (stereo unspecified)
  A: 3.3% | B: -1.1% | C: -4.0% | D: 3.9% | E: 0.1% | F: 2.7% | G: -2.5 | H: 6.3% | I: 0.2% | J: 13.6%

[7] CC(=O)Nc1ccc(NC(=O)c2ccc(-c3ccc([N+](=O)[O-])cc3)o2)cc1
  A: 8.5% | B: 0.3% | C: -14.8% | D: 4.7% | E: 7.1% | F: -2.7% | G: -4.8 | H: 3.7% | I: -1.8% | J: -1.0%

[8] COc1ccc2c(CC(=O)Nc3ccc(N4CCOCC4)cc3)coc2c1
  A: 0.7% | B: 0.1% | C: 7.0% | D: -5.5% | E: -1.9% | F: -3.1% | G: 23.7 | H: -1.3% | I: -4.7% | J: 12.2%

[9] Cc1nn(C)c(Cl)c1C(=O)NCC(=O)O
  A: 2.4% | B: 0.2% | C: 0.1% | D: -0.2% | E: -0.9% | F: 16.7% | G: -0.3 | H: 5.0% | I: -1.8% | J: -4.3%

[10] S=c1[nH]nc(-c2ccc(Cl)cc2)n1Cc1ccccc1
  A: -2.4%[46.1 µM] | B: -2.4% | C: -0.6% | D: -5.2% | E: -5.1% | F: -3.3% | G: 0.2 | H: -0.3% | I: 0.0% | J: 9.1%

[11] Nc1ccc2c(c1)C(O)c1ccc(Cl)cc1-2 (stereo unspecified)
  A: 0.2% | B: nt | C: 0.8% | D: -29.9% | E: nt | F: nt | G: nt | H: nt | I: -1.7% | J: nt

[12] COC(=O)c1cc(C)sc1NC(=O)CN1CCN(C(=O)C2CCCO2)CC1 (stereo unspecified)
  A: -1.6% | B: 0.0% | C: 19.2% | D: -8.8% | E: -22.5% | F: 13.5% | G: 17.8 | H: -0.9% | I: -2.5% | J: ?

[13] CN(C)C(=O)CN1C(=O)NC(c2ccccc2)(c2ccccc2)C1=O
  A: -1.1% | B: 3.9% | C: ? | D: 10.6% | E: -1.5% | F: -0.3% | G: 2.9 | H: -4.4% | I: -0.3% | J: -6.8%

[14] O=C(COc1ccccc1N1C(=O)C2C3C=CC(C3)C2C1=O)c1ccccc1 (stereo unspecified)
  A: -56.5% | B: -1.1% | C: -19.4% | D: 4.6% | E: 7.2% | F: -2.9% | G: -2.1 | H: -10.0% | I: 3.0% | J: -0.2%

[15] CC(CCc1ccccc1)NC(=O)COC(=O)c1ccccc1Br (stereo unspecified)
  A: 3.8% | B: -0.7% | C: -20.9% | D: -7.3% | E: 5.6% | F: 0.0% | G: 25.2 | H: 6.0% | I: -5.5% | J: 5.0%

[16] Cc1ccc(C(=O)N2CCC(C(=O)c3c(C)cc(C)cc3C)CC2)cc1
  A: 3.5% | B: 0.1% | C: 22.3% | D: -27.2% | E: 0.5% | F: 1.5% | G: ? | H: -6.9% | I: 3.2% | J: 16.4µM*

[17] CCOC(=O)C1C(c2ccccc2)C(C(=O)OCC)S(=O)(=O)C(CCN(CC)CC)S1(=O)=O (stereo unspecified)
  A: -0.9% | B: 0.2% | C: -4.2% | D: -12.5% | E: -1.9% | F: 0.0% | G: -0.5 | H: -2.1% | I: -2.8% | J: 10.8%

[18] CCCc1nc2ccccc2n1CC(O)COc1ccc(NC(C)=O)cc1 (stereo unspecified)
  A: -5.5% | B: 0.1% | C: -0.9% | D: -11.4% | E: -2.8% | F: -2.6% | G: -0.1 | H: -3.0% | I: -0.7% | J: -16.0%

[19] Cc1noc(C)c1C1(O)CCCCCCCCCCC1
  A: 1.2%[46.1 µM] | B: -0.6% | C: 14.3% | D: 1.7% | E: -8.9% | F: 3.4% | G: 11.0 | H: 6.4% | I: -2.3% | J: -5.9%

[20] O=C(O)CCn1nnc2ccccc21
  A: 4.4% | B: -0.9% | C: 14.7% | D: 1.8% | E: -2.8% | F: -3.4% | G: nt | H: 2.6% | I: 2.6% | J: 6.5%

Overlap with the part before: four entries, then new ones.
Letter code – A = TCR act; B = B2AR arrestin; C = a7 integrin act; D = BRCA1 expr act; E = p53 reactivator; F = A-T KAP1 phos; G = TRPV1 ag; H = CXXC DNA block; I = PTAP TSG101 blk; J = ELG1 DNA repair
[17] CCOC(=O)C1C(c2ccccc2)C(C(=O)OCC)S(=O)(=O)C(CCN(CC)CC)S1(=O)=O (stereo unspecified)
  A: -0.9% | B: 0.2% | C: -4.2% | D: -12.5% | E: -1.9% | F: 0.0% | G: -0.5 | H: -2.1% | I: -2.8% | J: 10.8%

[18] CCCc1nc2ccccc2n1CC(O)COc1ccc(NC(C)=O)cc1 (stereo unspecified)
  A: -5.5% | B: 0.1% | C: -0.9% | D: -11.4% | E: -2.8% | F: -2.6% | G: -0.1 | H: -3.0% | I: -0.7% | J: -16.0%

[19] Cc1noc(C)c1C1(O)CCCCCCCCCCC1
  A: 1.2%[46.1 µM] | B: -0.6% | C: 14.3% | D: 1.7% | E: -8.9% | F: 3.4% | G: 11.0 | H: 6.4% | I: -2.3% | J: -5.9%

[20] O=C(O)CCn1nnc2ccccc21
  A: 4.4% | B: -0.9% | C: 14.7% | D: 1.8% | E: -2.8% | F: -3.4% | G: nt | H: 2.6% | I: 2.6% | J: 6.5%

[21] CCc1cc(=O)[nH]c(SCc2ccc(C)cc2)n1
  A: 7.3% | B: 0.1% | C: 0.0% | D: 29.8% | E: -3.6% | F: -0.6% | G: -1.3 | H: 15.2% | I: 1.3% | J: 8.5%

[22] CN(C(=O)c1cccc(C#N)c1)c1nnc(C2CCCO2)s1 (stereo unspecified)
  A: 6.2% | B: -0.4% | C: 5.4% | D: -6.3% | E: -2.9% | F: -2.1% | G: -2.0 | H: 5.9% | I: -4.2% | J: 2.8%

[23] CCN1C=C(Cc2ccc(F)cc2)C2=C(C1)C(c1ccc(F)cc1)C(C#N)=C(N)O2 (stereo unspecified)
  A: 2.9% | B: 0.2% | C: -65.0%[inhibitor] | D: -62.2% | E: 18.3% | F: 4.6% | G: 2.1 | H: -0.8% | I: -4.4% | J: -10.3%

[24] Cc1cc(N2CCN(C3CCCC3)CC2)n2ncc(-c3ccccc3)c2n1
  A: nt | B: -0.5% | C: nt | D: nt | E: 5.7% | F: 6.3% | G: -2.4 | H: -2.4% | I: nt | J: ?

Grouped by structure, those above containing a nitro group on carbon
Letter code – A = TCR act; B = B2AR arrestin; C = a7 integrin act; D = BRCA1 expr act; E = p53 reactivator; F = A-T KAP1 phos; G = TRPV1 ag; H = CXXC DNA block; I = PTAP TSG101 blk; J = ELG1 DNA repair
[1] O=C(Oc1ccccc1Cl)c1ccc(N2CCOCC2)c([N+](=O)[O-])c1
  A: -6.1%[46.1 µM] | B: -0.3% | C: -0.8% | D: -7.9% | E: 6.0% | F: -10.0% | G: 16.8 | H: 16.8% | I: 0.0% | J: 5.5%

[7] CC(=O)Nc1ccc(NC(=O)c2ccc(-c3ccc([N+](=O)[O-])cc3)o2)cc1
  A: 8.5% | B: 0.3% | C: -14.8% | D: 4.7% | E: 7.1% | F: -2.7% | G: -4.8 | H: 3.7% | I: -1.8% | J: -1.0%

Screening results (PubChem BioAssay)
